Compound activity (PubChem BioAssay)
Large T inhibition: SV40 large T antigen inhibitors, biochemical (AID 1903); inhibition, % at 20 µM, or IC50 in µM where a hit was titrated; SV40 large T antigen ATPase/helicase inhibition assay; higher % means a stronger effect; actives 0.39% (n = 310,000); in the data active = a potency from the dose series; inconclusive = inhibition mostly from about 32% at the one dose, without a potency; inactive = the rest, 99 in 100 with inhibition below about 32%; note: strong numbers were not always called active
KOR beta-arrestin-1: kappa opioid receptor activators – cell-based, luminescence, uHTS, primary screen (AID 1777); actives 0.02% (n = 280,000); KOR beta-arrestin recruitment, luminescence; higher % means a stronger effect; activation, % at 10 µM, or EC50 in µM where a hit was titrated; in the data active = activation above about 50%, passing the limit was not always enough; note: a part of the inactive calls stands beside numbers as strong as those of hits
NOD2 inhibition: inhibition of NOD2-driven NF-kB reporter – cell-based, luminescence, uHTS, HEK293 (AID 1566) | HEK293 NOD2/NF-kB luciferase reporter, luminescence; higher % means a stronger effect | inhibition, % at 4 µM, or EC50 in µM where a hit was titrated | actives 0.63% (n = 290,000); note: many of its hits are not listed in these tables
MgcRacGAP inhibition: MgcRacGAP GTPase-activating activity inhibitors, confirmation, biochemical, ADP Hunter fluorescence | inhibition, % at 30 µM; hits with a dose series show IC50 in µM | MgcRacGAP-stimulated Rac1 GTP hydrolysis, ADP Hunter fluorescence; higher % means a stronger effect; GST-tagged Rac1 F28L mutant substrate | actives 0.6% (n = 340,000) | AID 624330;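 active = first-screen hits whose inhibition reached a set limit at any dose in the follow-up dose series; inconclusive = inhibition above the set first-screen limit but never retested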;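 note: fluorescence reports GDP produced by GAP-driven GTP hydrolysis; strong numbers were not always called active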
KOR beta-arrestin-2: kappa opioid receptor blockers – cell-based, luminescence, uHTS (AID 1778); KOR beta-arrestin recruitment, luminescence, antagonist mode; higher % means a stronger effect; inhibition, % at 10 µM; hits with a dose series show IC50 in µM; actives 0.091% (n = 290,000); note: strong numbers were not always called active
HIV peptide binding: inhibitors of HIV fusion peptide binding, primary screen, biochemical, uHTS, fluorescence dequenching (AID 1986); actives 0.3% (n = 290,000); cell-free peptide binding, fluorescence dequenching, 30 min; higher % means a stronger effect; inhibition, % at 20 µM, or IC50 in µM where a hit was titrated; in the data active = inhibition mostly above about 52%, no sharp cut-off; inactive = mostly below about 76%; note: some results filed as inactive read as strong as hits
GPR55 activation: GPR55 agonists via beta-arrestin recruitment, primary screen, imaging, U2OS cells, beta-arrestin-GFP redistribution (AID 1961). U2OS GPR55 beta-arrestin-GFP redistribution imaging; higher % means a stronger effect. actives 0.048% (n = 290,000). activation, % at 10 µM, or EC50 in µM where a hit was titrated;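 active = activation above 40% with more than 50 cells counted in the well; inconclusive = wells holding fewer than 50 cells, flagged as toxic or sparse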;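 note: U2OS osteosarcoma cells stably expressing GPR55 and beta-arrestin-GFP; plate controls were DMSO negative control for no effect and LPI positive control for full effect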
NOD1 NF-kB reporter: inhibition of NOD1-driven NF-kB reporter – cell-based, luminescence, uHTS, primary screen (AID 1578); actives 1% (n = 290,000); inhibition, % at 4 µM, or EC50 in µM where a hit was titrated; NOD1-driven NF-kB luciferase reporter cells, luminescence; higher % means a stronger effect; in the data active = inhibition mostly above about 36%, no sharp cut-off; inactive = mostly below about 34%;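 note: HEK-293T reporter cells stimulated with the NOD1 agonist gamma-tri-DAP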
GPR55 LPI antagonism: inhibition of LPI-stimulated GPR55 beta-arrestin translocation – imaging, U2OS, beta-arrestin-GFP, LPI agonist, primary screen (AID 2013); U2OS GPR55 beta-arrestin-GFP translocation imaging, LPI antagonism; higher % means a stronger effect; actives 0.13% (n = 290,000); inhibition, % at 10 µM; hits with a dose series show IC50 in µM;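 active = spots per cell inhibited over 60%, with over 100 cells counted and total cytoplasm intensity under 500,000; inconclusive = wells with under 100 cells, flagged as likely toxic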;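 note: U2OS cells stably carrying GPR55 and arrestin-GFP stimulated by 5 µM LPI near EC80; imaged beta-arrestin-GFP aggregate spots per cell after agonist stimulation; plate controls were LPI-stimulated DMSO wells for no effect and DMSO wells without LPI for full effect; some results filed as inactive read as strong as hits; confirmed hits need IC50 under 10 µM and bright autofluorescent wells are also inconclusive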
Starred values were filed as active, the others as inactive; ? = inconclusive; . = no result given; [ ] = dose if it differs, or a comment. Cut-off read from the data, not from the text of the source, unless noted: active = inhibition above about 50%; inactive = the rest.

SMILES	Large T inhibition	KOR beta-arrestin-1	NOD2 inhibition	MgcRacGAP inhibition	KOR beta-arrestin-2	HIV peptide binding	GPR55 activation	NOD1 NF-kB reporter	GPR55 LPI antagonism
COc1nc(N2CCCC2)nc(-n2nnc(C(C)=O)c2C)n1	7%	-1.4%	23%	13%	16%	0.5%	-0.3%	16%	6%
O=C(O)c1cccc(NC(=S)NC(=O)c2ccc(-c3ccc(Cl)cc3)o2)c1	4%	-6.8%	17%	3%	8%	63%	0.0%	-5%	0%
Cn1c2ccccc2c2nnc(SCc3nnc(-c4ccccc4)o3)nc21	-2%	.	17%	.	-25%[20 µM]	2.2%	0.3%	-23%	7%
O=C(O)C1CC=CCC1C(=O)NNS(=O)(=O)c1ccccc1 (configuration not stated)	6%	4.9%	7%	2%	-20%	-1.8%	-0.4%	24%	-3%
CN(C(=O)CSc1cc(C(=O)c2nccn2C)c2ccccc2n1)c1ccccc1	10%	-3.5%	-2%	3%	35%	-1.4%	1.0%	-2%	-6%
O=C(Nc1ccccc1)Nc1ccc(F)cc1F	3%	-1.4%	-38%	1%	2%	-0.4%	-0.2%	-37%	-2%
C=CCn1c(C(CC)CC(C)(C)O)n[nH]c1=S (configuration not stated)	13%	.	13%	0%	-2%[20 µM]	-1.1%	-0.1%	-22%	-8%
CCOC(=O)N1CCN(C(=O)COc2ccc(Br)cc2)CC1	-1%	9.2%	-9%	12%	.	-1.1%	-0.2%	8%	-2%
CC(=O)NS(=O)(=O)c1ccc(NC(=O)c2ccccn2)cc1	11%	-1.4%	-3%	8%	-2%	-1.9%	0.0%	-25%	0%
COc1cc2c(cc1OC)C(c1ccc([N+](=O)[O-])cc1)NC(=O)C2 (configuration not stated)	6%	3.2%	3%	-1%	5%	-1.8%	-0.1%	-85%	0%
O=C(CN1CCCCCC1)NCC1CCCO1 (configuration not stated)	.	1.5%	0%	117µM*	0%[20 µM]	0.3%	0.0%	-37%	2%
CC(C)n1c(=S)[nH]c2ccccc21	0%	1.2%	-12%	9%	17%	2.9%	-0.1%	-8%	-2%
Cc1ccccc1N(CC(=O)N1CCOCC1)S(C)(=O)=O	0%	.	16%	-3%	-34%[20 µM]	-0.5%	-0.1%	-13%	2%
O=C(NCc1cccs1)C1CCC(=O)N1C1CCCCC1 (configuration not stated)	5%	8.9%	8%	1%	-15%	-0.8%	-0.1%	2%	-2%
COc1ccc(CN2CCN(c3ccccc3OC)CC2)cc1OC	2%	-2.4%	3%	?	-35%[20 µM]	2.2%	-0.4%	-30%	3%
Cc1cc(OC(=O)c2ccco2)c(Sc2ccccc2[N+](=O)[O-])c(=O)o1	3%	-1.6%	0%	-2%	-5%	-2.5%	0.3%	-22%	5%
CCOC(=O)c1cc(CC)sc1NC(=O)COC(=O)c1cc[n+]([O-])cc1	17%	-0.6%	11%	9%	6%[20 µM]	-1.1%	0.2%	-16%	3%
O=C(CN(Cc1ccc(Cl)cc1)C(=O)CNS(=O)(=O)c1ccc(F)cc1)NCC1CCCO1 (configuration not stated)	12%	-4.0%	.	8%	13%	-1.4%	1.1%	.	-11%
O=C(OCc1ccccc1)C1=NNC2C(=O)N(Cc3ccccc3)C(=O)C12 (configuration not stated)	-5%	3.4%	-15%	2%	-52%[20 µM]	0.3%	0.3%	40%	-12%
COc1ccccc1-c1c(C)nn2c(N3CCC4(CC3)OCCO4)cc(C)nc12	23%	-3.0%	15%	10%	12%	-4.0%	-0.1%	-14%	-14%
Cc1cc(Cl)c2oc(C(=O)N(C)C3CCOC3)c(C)c2c1 (configuration not stated)	4%	-0.6%	-8%	0%	-54%	1.2%	0.4%	-43%	2%
Cc1ccc(C(=O)N/N=C\c2cc3c(cc2Br)OCO3)s1	4%	4.1%	-14%	8%	-35%	-1.3%	1.0%	-32%	-6%
C=CCOc1c(Br)cc(/C=N/O)cc1OCC	2%	3.6%	8%	1%	4%	-0.3%	0.7%	3%	-13%
C=CCn1c(SCC(=O)Nc2ccc(-c3nc4ccc(C)cc4s3)cc2)nnc1-c1ccncc1	3%	0.6%	-25%	11%	17%	6.5%	0.4%	-44%	2%
COc1cccc(CNS(=O)(=O)c2ccc3c(c2)CC(C)N3C(=O)C2CCC2)c1 (configuration not stated)	14%	-6.9%	39%	10%	0%	-0.4%	0.6%	28%	9%

Some of the entries above, reformatted.
Every second line gives: Large T inhibition	KOR beta-arrestin-1	NOD2 inhibition	MgcRacGAP inhibition	KOR beta-arrestin-2	HIV peptide binding	GPR55 activation	NOD1 NF-kB reporter	GPR55 LPI antagonism
- CC(C)n1c(=S)[nH]c2ccccc21
→ 0%	1.2%	-12%	9%	17%	2.9%	-0.1%	-8%	-2%
- Cc1cc(OC(=O)c2ccco2)c(Sc2ccccc2[N+](=O)[O-])c(=O)o1
→ 3%	-1.6%	0%	-2%	-5%	-2.5%	0.3%	-22%	5%
- O=C(O)C1CC=CCC1C(=O)NNS(=O)(=O)c1ccccc1 (configuration not stated)
→ 6%	4.9%	7%	2%	-20%	-1.8%	-0.4%	24%	-3%

Next section
SMILES	Large T inhibition	KOR beta-arrestin-1	NOD2 inhibition	MgcRacGAP inhibition	KOR beta-arrestin-2	HIV peptide binding	GPR55 activation	NOD1 NF-kB reporter	GPR55 LPI antagonism
COc1ccc(CNc2oc(-c3ccccc3)nc2C#N)cc1	-2%	3.0%	-31%	2%	7%	-1.2%	-0.1%	-43%	-7%
COc1ccc(OC)c(-n2nnnc2SCC(=O)NCc2ccc3c(c2)OCO3)c1	3%	-6.1%	12%	7%	22%	-2.1%	0.9%	8%	18%
COc1ccc(C2=NC(=O)NC2c2ccc(OC)cc2)cc1 (configuration not stated)	18%	3.6%	2%	15%	4%	0.5%	-0.6%	0%	-4%
COc1ccc(-n2ncc3c(N4CCN(Cc5ccccc5)CC4)ncnc32)cc1	-5%	0.7%	-1%	10%	-71%	1.2%	-0.1%	4%	26%
COc1ccc(-n2nc3c(c2NC(=O)COc2ccccc2)CS(=O)(=O)C3)cc1	5%	0.1%	-1%	10%	-53%	1.5%	-0.2%	-20%	3%
CCN(CC)CCN1C2=C(C(=O)CC(C)(C)C2)C(c2cccc(F)c2)C2=C1CC(C)(C)CC2=O	22%	-1.2%	12%	-1%	1%	-0.3%	-0.1%	-1%	14%
Cc1ccc(S(=O)(=O)CCNC(=O)Cc2ccccc2)cc1	0%	-7.3%	16%	3%	-11%	1.2%	0.2%	-27%	12%
O=C(COc1ccc(F)cc1)N(Cc1cccc(Br)c1)C1CCS(=O)(=O)C1 (configuration not stated)	7%	-2.4%	23%	7%	-10%	1.3%	0.0%	0%	-2%
Cc1ccc(CN2CCC(CNC(=O)Nc3ccccc3F)CC2)cc1	29%	-6.4%	-8%	11%	-24%	-0.7%	0.6%	2%	12%
Nc1nc(-c2ccc(-n3nncc3-c3ccco3)cc2)cs1	13%	2.8%	8%	.	0%	-1.2%	0.4%	-5%	12%
CC(=O)N/C(=C/c1ccc(OS(=O)(=O)c2ccc(C)cc2)cc1)C(=O)Nc1ccc(C(=O)O)cc1	17%	1.2%	24%	8%	22%	3.1%	1.1%	1%	-4%
COCCNc1cc(C)nc2cc(-c3ccc(C)cc3)nn12	25%	3.0%	-3%	3%	4%	0.3%	-0.2%	-35%	5%
CCOc1ccc(C2C(C(=O)c3ccc(C)o3)=C(O)C(=O)N2CCCN(CC)CC)cc1 (configuration not stated)	24%	0.9%	18%	16%	12%	0.1%	-1.9%	-3%	-2%
Oc1ccccc1CN1CCCN(Cc2ccccc2O)C1	0%	4.6%	5%	10%	24%	-0.7%	-0.1%	-26%	-6%
O=C(O)c1sc2cc(C(F)(F)F)cnc2c1-c1ccccc1	9%	0.2%	-1%	-37%	-26%	4.6%	0.3%	4%	26%
CCN1C(=O)C(CC(=O)Nc2ccc(OC)cc2)N(CCc2ccccc2)C1=S (configuration not stated)	26%	-0.9%	-24%	2%	-23%	10%	-0.5%	-60%	14%
CCOC(=O)c1c(C)[nH]c(C(=O)C(C)Cl)c1C (configuration not stated)	4%	-3.8%	27%	3%	9%	-1.0%	-0.3%	59%*	-12%
Cc1ccc(S(=O)(=O)c2nc(-c3ccccc3)oc2NCCN2CCOCC2)cc1	7%	-4.7%	10%	4%	-8%	2.5%	0.3%	-33%	1%
NNC(=O)c1cccnc1Oc1ccccc1	19%	0.5%	-2%	9%	4%	-2.6%	-0.2%	7%	7%
CCN1CCN(c2cc(C)c3cc(NC(=O)c4ccccc4F)ccc3n2)CC1	1%	24%	6%	.	-48%	1.5%	-0.1%	-9%	0%
O=C(Oc1ccc(C(=S)N2CCOCC2)cc1)c1ccc([N+](=O)[O-])cc1[N+](=O)[O-]	13%	0.6%	9%	4%	-13%[20 µM]	-1.9%	-0.2%	-24%	8%
O=C(Nc1cccc(C(F)(F)F)c1)c1cc2ncc(Br)cn2n1	12%	-3.0%	2%	10%	16%	-3.6%	-0.1%	-16%	-9%
CCc1c(C)sc(NC(=O)c2cccs2)c1C(N)=O	21%	-3.6%	-32%	17%	19%	-3.3%	-0.1%	15%	10%

Complete entries, looked up by structure:
CC(=O)N/C(=C/c1ccc(OS(=O)(=O)c2ccc(C)cc2)cc1)C(=O)Nc1ccc(C(=O)O)cc1 in the list: Large T inhibition: 17%; KOR beta-arrestin-1: 1.2%; NOD2 inhibition: 24%; MgcRacGAP inhibition: 8%; KOR beta-arrestin-2: 22%; HIV peptide binding: 3.1%; GPR55 activation: 1.1%; NOD1 NF-kB reporter: 1%; GPR55 LPI antagonism: -4%
NNC(=O)c1cccnc1Oc1ccccc1 in the list: Large T inhibition: 19%; KOR beta-arrestin-1: 0.5%; NOD2 inhibition: -2%; MgcRacGAP inhibition: 9%; KOR beta-arrestin-2: 4%; HIV peptide binding: -2.6%; GPR55 activation: -0.2%; NOD1 NF-kB reporter: 7%; GPR55 LPI antagonism: 7%
COc1ccc(CNc2oc(-c3ccccc3)nc2C#N)cc1 in the list: Large T inhibition: -2%; KOR beta-arrestin-1: 3.0%; NOD2 inhibition: -31%; MgcRacGAP inhibition: 2%; KOR beta-arrestin-2: 7%; HIV peptide binding: -1.2%; GPR55 activation: -0.1%; NOD1 NF-kB reporter: -43%; GPR55 LPI antagonism: -7%

This is a subset; count on the stated rates, not on these rows.
